# Source: PubChem BioAssay (National Center for Advancing Translational Sciences (NCATS))
# Luciferase inh: blocks purified firefly luciferase enzyme activity. Potency, µM (top dose mostly 115 µM), inactives show at the top dose activity change, negative = inhibition, usual class: inhibitors. AID 1347043. purified P. pyralis luciferase, luminescence, biochemical. 2.5% of 76,000 active; also: potency is read from the fitted curve at half-maximal effect; nearly all actives have a fitted effect of over 65% in size
# Target sequence (P08659 whole entry, looked up): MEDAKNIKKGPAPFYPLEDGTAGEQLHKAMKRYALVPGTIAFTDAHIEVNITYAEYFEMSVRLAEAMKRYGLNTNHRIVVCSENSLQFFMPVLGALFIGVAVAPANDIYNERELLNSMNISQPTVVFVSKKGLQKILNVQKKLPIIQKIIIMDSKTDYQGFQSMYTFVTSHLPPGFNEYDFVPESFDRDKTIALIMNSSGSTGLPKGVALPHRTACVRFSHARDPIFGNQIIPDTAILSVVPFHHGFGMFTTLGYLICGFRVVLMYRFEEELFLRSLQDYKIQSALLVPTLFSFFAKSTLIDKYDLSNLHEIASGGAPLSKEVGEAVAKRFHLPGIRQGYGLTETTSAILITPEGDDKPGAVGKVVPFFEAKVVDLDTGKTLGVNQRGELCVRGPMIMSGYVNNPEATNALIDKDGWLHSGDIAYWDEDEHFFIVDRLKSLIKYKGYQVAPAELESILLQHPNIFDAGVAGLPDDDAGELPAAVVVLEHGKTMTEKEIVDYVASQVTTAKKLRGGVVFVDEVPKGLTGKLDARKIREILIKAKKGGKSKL
#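 FLuc 10nM, D-luciferin 10uM, ATP 10uM, Mg acetate 10mM, Tris acetate pH 7.5, Tween/BSA; cpd qHTS; enzyme added last; CCD luminescence.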
# IP6K1 inh: blocks human inositol hexakisphosphate kinase 1 | activity change, % (series mostly up to about 58 µM) | IP6K1 kinase, ADP-Glo luminescence, 2 h; stronger effect = lower value | AID 1645851 | Q92551 | 0.81% of 140,000 active; in the data active = activity change below about -25%
# Target sequence (Q92551 whole entry, looked up): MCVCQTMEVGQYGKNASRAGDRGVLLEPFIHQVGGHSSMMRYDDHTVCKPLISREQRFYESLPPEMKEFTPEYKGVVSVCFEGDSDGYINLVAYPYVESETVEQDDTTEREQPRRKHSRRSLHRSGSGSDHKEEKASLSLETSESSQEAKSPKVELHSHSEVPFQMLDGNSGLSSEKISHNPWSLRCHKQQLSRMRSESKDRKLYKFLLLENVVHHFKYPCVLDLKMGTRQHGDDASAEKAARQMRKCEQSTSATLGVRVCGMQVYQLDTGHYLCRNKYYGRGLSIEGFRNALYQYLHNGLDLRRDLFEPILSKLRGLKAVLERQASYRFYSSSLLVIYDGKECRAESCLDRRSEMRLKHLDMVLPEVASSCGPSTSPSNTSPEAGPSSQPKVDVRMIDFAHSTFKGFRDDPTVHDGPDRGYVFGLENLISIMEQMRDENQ
#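 ADP-Glo luminescence measures ADP made by human IP6K1 during a 2 h RT reaction with ATP/IP6 (mix at 1.3 mM/130 uM); top library doses 57.5 and 19.1 uM final.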
# HEK cytotox: HEK 293 cell cytotoxicity. AID 1345083. 6.6% of 94,000 active. Potency, µM (highest dose often 115 µM), for the others: top-dose activity change, negative = cytotoxicity, hits mostly inhibitors. HEK 293 viability, ATP luminescence (CellTiter-Glo), 48-72 h; also: potency is read from the fitted curve at half-maximal effect; nearly all actives have a fitted effect of over 60% in size
#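 Pintool-delivered compounds were incubated with HEK 293 cells (250 cells/well) at 37 degree Celsius for 48 or 72 hr. ATP-dependent luminescence (CellTiter-Glo) then reported remaining viable cells.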
# 3T3 cytotox: kills NIH 3T3 cells; 4.3% of 94,000 active; AID 1345082; NIH 3T3 viability, CellTiter-Glo ATP luminescence, 48-72 h; Potency, µM (highest dose often 96.7 µM), for the others: top-dose activity change, negative = cytotoxicity, hits mostly inhibitors; also: potency is read from the fitted curve at half-maximal effect; nearly all actives have a fitted effect of over 55% in size
#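 NIH 3T3 cells at 400 cells/well received 23 nL of compound by pintool and were incubated 48 or 72 h at 37 °C. Viability was read as ATP-coupled CellTiter-Glo luminescence.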
# GPT2 inhibitor: GPT2 alanine aminotransferase inhibition; Recombinant GPT2, coupled pyruvate oxidase/HRP Amplex Red fluorescence; AID 1671188; Potency, µM (top dose mostly 57.7 µM), without a hit: at the top dose activity change, negative = inhibition, actives largely listed as inhibitors; 0.25% of 100,000 active; Q8TD30; also: potency is read from the fitted curve at half-maximal effect; nearly all actives have a fitted effect of over 60% in size; many of its hits are not listed in these tables
#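 Fluorescence of coupled pyruvate oxidase/HRP/Amplex Red system (50uM Amplex, 30 min, dark) reports pyruvate formed by GPT2. Enzyme reaction: 10ng/uL GPT2, 2mM L-alanine, 250uM a-KG, 30 min room temperature, pH 7.5; 50uM AOA control.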
# SNCA expr inh: inhibitors of alpha-synuclein (SNCA) gene expression. Potency, µM (doses to about 57.2 µM), inactives show top-dose activity change, negative = inhibition, hits mostly inhibitors. 0.17% of 140,000 active. HEK-293 SNCA-luciferase knock-in, luminescence, 24 h;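 also: potency is read from the fitted curve at half-maximal effect; plate controls were DMSO cells for no effect and cell-free wells for full effect; nearly all actives have a fitted effect of over 45% in size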
# SNCA viab count: reduces viability of HEK-293 SNCA reporter cells. HEK-293-SNCA-luc viability, GF-AFC fluorescence, 24 h. Potency, µM (highest dose often 57.1 µM), for the others: at the highest dose activity change, negative = cytotoxicity, hits mostly cytotoxic. 0.12% of 150,000 active. AID 1671193;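 also: potency is read from the fitted curve at half-maximal effect; 0% = DMSO-treated cells and -100% = medium-only wells without cells; nearly all actives have a fitted effect of over 30% in size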
#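 Cytotoxicity counterscreen: after 24 h compound treatment of genome-edited SNCA-luciferase HEK-293 cells, live-cell protease substrate GF-AFC read by fluorescence after 30 min; activity scaled between DMSO (0%) and medium-only (-100%), curves Hill-fitted.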
# * = called active by the depositor; i = inactive; ? = inconclusive; · = no result given; & = joins results of further samples; [ ] = another dose, or the depositor's remark. Unless noted, calls follow the shape of the dose curve; as a rule, active = well fitted curve in the direction sought with a large enough effect; inconclusive = small, poorly fitted or top-dose-only effect, or another doubt; inactive = no such curve, though single readings can be large; an effect the other way counts as inactive or inconclusive. Unless noted, % is scaled to controls: 0 for no effect and ±100 for the full control effect. Some of the compounds tested. The share of hits here may be higher or lower than overall.
SMILES,Luciferase inh,IP6K1 inh,HEK cytotox,3T3 cytotox,GPT2 inhibitor,SNCA expr inh,SNCA viab count
Cc1cccc(N(C)c2ccc3cc(S(=O)(=O)N4CCCC4)ccc3n2)c1,·,18,·,·,·,-7%,6%
COc1ccccc1N1CCN(c2ccc(=O)n(CC(=O)NCc3ccc(OC(C)C)cc3)n2)CC1,·,48,·,·,·,?,-23%
O=C(C1CCCN(c2nc(-c3ccccc3)nc3c2CCC3)C1)N1CCCNCC1 (stereo unspecified),6%,8,?,?,-6%,-1%,-28%
CCOc1ccccc1C(=O)N1CCC(Cc2nc(-c3ccc(OC)cc3)no2)CC1,4%,-1,?,?,i,?,-16%
CCCN(CC1CCOC1)C(=O)NC (stereo unspecified),-4%,7,-4%,5%,i,6%,5%
COCc1cn([C@H]2CO[C@H]3[C@@H]2OC[C@@H]3NC(=O)c2ccc(N(C)C)cc2)nn1,-14%[172 µM],-1,-5%[172 µM],2%[174 µM],-2%[88.5 µM],-10%[87.6 µM],16%[87.6 µM]
O=C(NCc1ccc(Cl)cc1)c1ccc(CN2C(=O)NC3(CCOCC3)C2=O)cc1,-20%,21,?,-29%,2%,-4%,-12%
CN(C)c1cccc(C(=O)N2CCN(C(=O)c3nnn4c3COC(c3ccccc3)C4)CC2)c1 (stereo unspecified),?,-3,?,?,i,94%[activator],-4%
O=C(NC1CCN(c2cc(-c3ccc(F)cc3)[nH]n2)CC1)c1ccncc1,2%,15,?,-14%,-17%,-15%,1%
CCN1CCN(c2ncc3c(n2)CCN(Cc2ccc(C)s2)C3)CC1,·,-2,·,·,·,-10%,-1%
CCN1C(=O)C2(CCN(S(=O)(=O)c3ccc(OC)cc3)CC2)c2ccccc21,7%,-5,7%,-14%,i,8%,1%
CN(Cc1ccc(F)cc1)C(=O)c1cn(Cc2ccccc2C(F)(F)F)nn1,0%,-1,7.9µM*,?,?,?,?
Cc1csc(S(=O)(=O)N2CCOC(CCc3ccccc3)C2)c1 (stereo unspecified),0%,6,?,-32%,-11%,1%,3%
Cc1cccn2c(=O)cc(CSc3nnc(NC(=O)COc4ccc(F)cc4)s3)nc12,·,7,·,·,·,-10%,11%
O=c1c2nc(-c3ccccc3)ccc2ncn1Cc1ccccc1,-25%[172 µM],6,?,?,-5%[88.5 µM],126%[activator][87.6 µM],3%[87.6 µM]
Cc1ccc(CN2C(=O)NC3(CCCN(C(=O)c4cc(Cl)ccc4F)C3)C2=O)cc1 (stereo unspecified),0%,8,?,-24%,-23%,-16%,-13%
Cc1cnc(C(=O)N2CCC3(CC2)CC(N(Cc2ccc(F)cc2)C2CC2)CCO3)cn1 (stereo unspecified),1%,-17,?,-25%,i,-2%,-1%
CSc1cccc(NC(=O)N[C@H]2C[C@@H](C(=O)N[C@H](Cc3c[nH]c4ccccc34)C(N)=O)N(C(=O)C=C(C)C)C2)c1,8%,8,-20%,-9%,4%,5%,1%
CN1C[C@H](O)C[C@H]1c1nnc2n1CCN(C(=O)Cc1cccc(F)c1)CC2,0%,-4,i,i,-14%,-21%,9%
CC(C)c1nnc(C2CN(C(=O)c3ccc(F)c(F)c3)CC23CCOCC3)o1 (stereo unspecified),-7%,1,4%,-4%,i,-13%,-2%
CCCOc1cccc(C(=O)Nc2cccc(NC(=O)c3ccc(C(C)(C)C)cc3)c2)c1,·,-3,·,·,·,175%[activator],0%
COc1ccc(-n2nc(C(=O)N3CCN(c4ccccc4OC)CC3)c3c4ccccc4n(C)c3c2=O)cc1Cl,·,-3,·,·,·,-11%,6%
Cc1noc(C)c1[S+](=O)([O-])N1CCCC(c2nn(-c3ccccn3)c(=O)[nH]2)C1 (stereo unspecified),·,1,3%,-13%,i,-12%,-10%
O=C(NCc1ccccc1F)c1ccc2c(c1)CNCCO2,-10%,0,0%,-8%,1%,14%,2%
COC(=O)[C@H](CC1CCCCC1)NC(=O)[C@@H]1CN(C(=O)c2cccnc2)CCN1S(C)(=O)=O,0%,1,-3%,-14%,-1%,-22%,0%
# Going on with the list:
SMILES,Luciferase inh,IP6K1 inh,HEK cytotox,3T3 cytotox,GPT2 inhibitor,SNCA expr inh,SNCA viab count
O=[S+]1([O-])NC2(CCN(Cc3ccc(C(F)(F)F)cc3)C2)CNc2ccccc21 (stereo unspecified),-12%,24,45µM*,?,i,-16%,-12%
CC(C)CC1=NS(=O)(=O)c2cc(NC(=O)C3CC3)ccc2N1c1ccccc1,-6%,-2,?,?,i,13%,1%
COc1ccc(-c2nc3cc(C(C)C)ccc3o2)cc1NC(=O)c1ccccc1[N+](=O)[O-],·,-7,·,·,·,174%[activator],-8%
CCOc1ccc(CCNC(=O)c2oc(=O)c3ccccc3c2-c2ccc(C)cc2)cc1OCC,·,10,·,·,·,?,-9%
COc1cccc(N2CCN(c3nc(C(=O)NCc4ccco4)cs3)CC2)c1,-10%,8,45µM*,?,-22%,-16%,-14%
CNc1nccc(N2CCC(CC(=O)NCCOC)CC2)n1,5%,4,1%,5%,-12%,4%,-11%
COc1ccc(OC)c(S(=O)(=O)N2CCCN(C)c3ccccc32)c1,·,16,?,?,-29%,0%,-2%
O=C(NC1CC(c2cc(NCCO)ncn2)C1)c1cc2ccccc2[nH]1 (stereo unspecified),-14%,9,-2%,?,?,14%,5%
CCN(CC)C(=O)C1CCCN(c2ncnc3onc(C)c23)C1 (stereo unspecified),·,-9,·,·,·,-8%,3%
COc1cc(=O)n2c(c1C(=O)NC1CCCCCC1)CCCC2,4%,-7,5%,-5%,-11%,9%,1%
COc1cccc(C(=O)N2CCn3nnc(CCC(=O)NC4CC4)c3C2)c1,4%,-2,0%,-5%,i,-1%,3%
O=C(CSc1nccn1Cc1ccc(F)cc1)Nc1nc2ccccc2s1,·,-6,·,·,·,51%[activator],1%
Cc1nn(CC(=O)O)c(=O)c2nc(-c3ccccc3)sc12,-29%,-13,-1%,i,i,3%,4%
COc1cccc(-c2ccc(C(=O)N3CCC(NC(C)=O)CC3)cc2)c1,·,-6&-1,?,?,0%,?,0%&3%[12.5 µM]
CC(CNC(=O)Cn1ccc2cc(S(=O)(=O)N3CCCCCC3)ccc21)c1ccccc1 (stereo unspecified),·,7,·,·,·,-14%,-16%
Cc1ccc(C2=NC3(CCN(C(=O)c4ccc[nH]4)CC3)ON2)cc1,?,16,-30%,-28%,i,63%[activator],3%
O=C(c1cccnc1)N1CC[C@H]2COC(=O)N2c2cc(F)ccc2C1,-5%[172 µM],1,5%[172 µM],4%[138 µM],i,6%[87.6 µM],-1%[87.6 µM]
COc1ccc(S(=O)(=O)N2[C@@H]3CC[C@H]2CC(NC(=O)c2ccc(F)cc2)C3)cc1OC (stereo partly specified),-14%,-6,-13%,?,-15%,9%,2%
Cc1ccc(-n2ncc(C(=O)NCCN3CCc4ccccc4C3)c2C2CCN(C(=O)OC(C)(C)C)CC2)cc1C,·,-2,·,·,·,?,?
O=[S+]([O-])(c1cccs1)N1CCCN(c2ccc3nnc(-c4ccccc4)n3n2)CC1,·,7,-7%,-21%,·,·,·
COCCc1nc(-c2cnc(C3CC3)nc2)n(-c2ccc(F)cc2F)n1,13%,-6,?,89µM*,-33%,-24%,0%
COc1ccc(-c2nccc3c(=O)cc(N(C)C)oc23)cn1,1%[172 µM],-18,i,50µM*,-8%[88.5 µM],20%[87.6 µM],-5%[87.6 µM]
Cc1cc(C[C@@H]2COC[C@@H]2NC(=O)c2ccc(S(N)(=O)=O)cc2)on1,-1%,13,-4%,-14%,-29%,12%,5%
Cc1ccc(C)c(-c2cc3c(=O)n(CCNC(=O)c4ccccc4F)ccn3n2)c1,-21%,-7,?,?,4%,?,-9%
O=C(Nc1ccc([C@H]2OCC(=O)N(Cc3ccc(F)cc3)[C@@H]2CO)cc1)c1cccc(F)c1,-4%,-4,?,?,2%,6%,7%
CCOC(=O)c1cc(OC(=O)c2ccccc2F)n(-c2ccccc2)n1,·,14,·,·,·,-13%,2%
COCCn1c(=O)c2c(n1Cc1ccccc1)CN(C(=O)c1ccc(Oc3ccccc3)cc1)CC2,-4%,1,?,?,-2%,11%,3%
Cc1ccccc1C(=O)Nc1nc(-c2ccc(Br)cc2)ns1,·,7,·,·,·,-2%,-22%
O=C(Nc1cccc(-c2nnc3n2CCCC3)c1)c1cc(F)cc(F)c1,5%,-3,-25%,?,i,15%,-13%
CCN(CC)C(=O)C(NC(=O)c1ccc(OC)cc1)C1CCN(C(C)=O)CC1 (stereo unspecified),3%,-3,-1%,i,-2%,0%,-9%

# Some of these compounds in order of length of the SMILES, rising.
SMILES,Luciferase inh,IP6K1 inh,HEK cytotox,3T3 cytotox,GPT2 inhibitor,SNCA expr inh,SNCA viab count
COCCc1nc(-c2cnc(C3CC3)nc2)n(-c2ccc(F)cc2F)n1,13%,-6,?,89µM*,-33%,-24%,0%
COc1cccc(C(=O)N2CCn3nnc(CCC(=O)NC4CC4)c3C2)c1,4%,-2,0%,-5%,i,-1%,3%
O=C(NCc1ccc(Cl)cc1)c1ccc(CN2C(=O)NC3(CCOCC3)C2=O)cc1,-20%,21,?,-29%,2%,-4%,-12%
COCc1cn([C@H]2CO[C@H]3[C@@H]2OC[C@@H]3NC(=O)c2ccc(N(C)C)cc2)nn1,-14%[172 µM],-1,-5%[172 µM],2%[174 µM],-2%[88.5 µM],-10%[87.6 µM],16%[87.6 µM]
COC(=O)[C@H](CC1CCCCC1)NC(=O)[C@@H]1CN(C(=O)c2cccnc2)CCN1S(C)(=O)=O,0%,1,-3%,-14%,-1%,-22%,0%
Cc1ccc(-n2ncc(C(=O)NCCN3CCc4ccccc4C3)c2C2CCN(C(=O)OC(C)(C)C)CC2)cc1C,·,-2,·,·,·,?,?
